CRFBP-R2 block: antagonists of CRF-binding protein/CRF-R2 receptor complex | inhibition, % at 11.8 µM | HEK293 CRF-R2/CRF-BP, CRF-induced calcium fluorescence | 350,000 tested, 0.59% active;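 active means inhibition of the ligand-induced calcium signal above about 50% at the single tested concentration, limit read from the data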
IMP-1 inh: blocks Pseudomonas aeruginosa IMP-1 metallo-beta-lactamase; purified IMP-1, nitrocefin hydrolysis, epi-absorbance fluorescence; inhibition, % at 5.6 µM; 290,000 tested, 0.45% active;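 active means inhibition above the mean plus 3 SD of all compounds in the same screening run, cut at about 4.5% in these data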;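 further: 0% = IMP-1 with DMSO and 100% = DMSO wells lacking enzyme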
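Assay system: purified IMP-1; Quantity: IMP-1 0.2 nM before substrate addition; Medium: HEPES buffer pH 7.1 with ZnSO4 and Brij 35; Incubation: 15 min enzyme–compound preincubation, then 25 min nitrocefin reaction, 25 °C; Signal: fluorescence quenching readout, ex 480/em 530 nm; Controls: DMSO with and without IMP-1; Repeats: singlicate testing.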
IDE cell inh: inhibits human insulin-degrading enzyme in HEK cells | FAbetaB cleavage, fluorescence polarization | inhibition, % at 5.59 µM | 320,000 tested, 0.41% active | P14735;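 active means percent inhibition above the average of all tested compounds plus 3 SD, set per screening campaign, cut at about 16% in these data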;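 further: IDE supplied by intact live HEK cells; FP after avidin binding of uncleaved biotin substrate so inhibition keeps polarization high; 0% = DMSO wells and 100% = 60 µM reference IDE inhibitor Ii1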
Target sequence (P14735 whole entry, looked up): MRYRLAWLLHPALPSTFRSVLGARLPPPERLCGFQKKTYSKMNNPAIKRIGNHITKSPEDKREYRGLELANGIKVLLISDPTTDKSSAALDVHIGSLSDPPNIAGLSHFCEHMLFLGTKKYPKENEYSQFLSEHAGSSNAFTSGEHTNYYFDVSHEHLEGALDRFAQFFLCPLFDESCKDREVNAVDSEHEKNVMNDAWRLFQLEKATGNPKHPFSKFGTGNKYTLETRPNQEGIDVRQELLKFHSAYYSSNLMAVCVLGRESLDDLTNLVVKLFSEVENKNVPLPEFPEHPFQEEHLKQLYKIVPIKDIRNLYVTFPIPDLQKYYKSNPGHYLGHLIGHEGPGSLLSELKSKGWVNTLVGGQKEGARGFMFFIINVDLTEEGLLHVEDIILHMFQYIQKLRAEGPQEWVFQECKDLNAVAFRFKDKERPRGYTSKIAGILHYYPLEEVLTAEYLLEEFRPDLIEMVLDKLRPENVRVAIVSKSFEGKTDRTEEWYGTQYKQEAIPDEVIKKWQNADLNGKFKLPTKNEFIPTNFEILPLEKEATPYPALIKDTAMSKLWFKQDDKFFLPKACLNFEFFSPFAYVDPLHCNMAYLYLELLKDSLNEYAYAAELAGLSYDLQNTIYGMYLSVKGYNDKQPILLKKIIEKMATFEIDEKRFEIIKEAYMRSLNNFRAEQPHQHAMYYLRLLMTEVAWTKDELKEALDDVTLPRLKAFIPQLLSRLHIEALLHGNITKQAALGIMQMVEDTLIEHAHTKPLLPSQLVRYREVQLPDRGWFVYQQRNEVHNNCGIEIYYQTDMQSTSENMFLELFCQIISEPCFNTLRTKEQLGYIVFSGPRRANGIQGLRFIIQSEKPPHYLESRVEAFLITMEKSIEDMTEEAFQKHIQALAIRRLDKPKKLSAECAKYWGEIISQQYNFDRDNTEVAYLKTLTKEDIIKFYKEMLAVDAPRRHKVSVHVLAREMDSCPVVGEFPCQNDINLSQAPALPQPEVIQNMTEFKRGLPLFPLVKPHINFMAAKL
VIM-2 inhibitor: inhibitors of Pseudomonas aeruginosa VIM-2 metallo-beta-lactamase; 290,000 tested, 0.89% active; purified VIM-2, nitrocefin hydrolysis, epi-absorbance fluorescence; inhibition, % at 5.6 µM;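 active means inhibition above the mean of all tested compounds plus 3 SD, cutoff set per screening run, cut at about 7.5% in these data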;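 further: red hydrolysis product quenches plate fluorescence so inhibitors raise well fluorescence; 0% = enzyme with DMSO and 100% = DMSO without enzyme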
GalR3 antagonist: antagonists of human GalR3; O60755; HEK293 GalR3-CNG cAMP membrane potential fluorescence; galR3 body fused to GalR1 C-terminus; inhibition, % at 3 µM; 360,000 tested, 0.44% active;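 active means inhibition above the screen-wide average plus 3 SD, cut at about 13% in these data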;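 further: forskolin and galanin both at EC90 stimulate the cells; cAMP rise reported by CNG channel membrane potential dye signal; 0% = forskolin plus galanin with DMSO and 100% = forskolin alone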
NS3 helicase inh: blocks Hepatitis C virus NS3 helicase unwinding; inhibition, % at 10.9 µM; NS3 helicase DNA unwinding, Cy5 molecular beacon fluorescence; 290,000 tested, 0.56% active;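 active means inhibition above the mean of all tested compounds plus 3 SD, set per campaign, cut at about 35% in these data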;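 further: 0% = DMSO wells and 100% = thioflavine S control wells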
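assay system = NS3 helicase fragment of HCV | buffer or medium = MOPS pH 6.5, MgCl2, DTT, Tween20, BSA | timing = 60 min unwinding reaction at 25 °C after ATP addition | signal = Cy5 beacon fluorescence read at start and 1 h | read-out basis = % inhibition of unwinding | control set = low DMSO, high thioflavine S at 110 µM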
UBC9 SUMO inh: SUMOylation inhibition | P63279 | HTRF SUMOylation assay, SAE1/SAE2 + UBC9, in vitro | inhibition, % at 35 µM | 290,000 tested, 0.36% active; in the data active means inhibition above about 50%, passing the limit was not always enough; further: strong numbers were not always called active
p-CIP stab down: p/CIP protein destabilization. Q05BA5. 290,000 tested, 0.01% active. AID 1984. decrease of EGFP signal, % at 10 µM. F442A p/CIP-EGFP cells, EGFP fluorescence, 16 h;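 active means EGFP signal decrease of at least 30% at 10 µM or well 3 SD below plate mean, unless failing retest; inactive means the rest, including hits failing retest or dose response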; further: some compounds called inactive have numbers as strong as hits; many of its hits are not listed in these tables
IDE act: activators of human insulin-degrading enzyme in cells; 340,000 tested, 0.073% active; HEK cells, FAbeta-B cleavage, fluorescence polarization; 0% vehicle, 100% cell-free pure enzyme wells; activation, % at 5.96 µM; P14735;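 active means activation above the mean of all tested compounds plus 3 SD, set per screening campaign, cut at about 17% in these data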
An asterisk follows results filed as active; . = no result given.

SMILES	CRFBP-R2 block	IMP-1 inh	IDE cell inh	VIM-2 inhibitor	GalR3 antagonist	NS3 helicase inh	UBC9 SUMO inh	p-CIP stab down	IDE act
O=C(CSC1=NS(=O)(=O)c2cc(F)ccc2N1)Nc1ccccc1	5	.	0	.	8	.	.	.	4
Clc1cccc(CN2CCc3c([nH]c4ccccc34)C2)c1	2	1.7	3	2.2	-4	-14	17	-3	-2
O=C(CN1C(=O)COc2ccc(S(=O)(=O)N3CCCCC3)cc21)NCc1ccc(F)cc1	5	-0.4	1	-2.7	4	-1	.	-1	2
COc1ccc(NC2CC(=O)NC2=O)cc1 (centres undefined)	27	-4.7	0	-0.3	3	-2	-6	1	0
CC(C)C[C@H]1CN=C(Nc2ccccc2)N1CC1CCCCCC1	-4	.	6	.	-10	.	.	.	4
Cc1ccc(CNC(=O)C2CC3Cn4c(nc5cc(C)c(C)cc54)C3N2C)o1 (centres undefined)	-1	.	-5	.	-5	.	16	0	2
CCOc1ccc(C2C(C(=O)c3ccco3)=C(O)C(=O)N2CCN2CCOCC2)cc1 (centres undefined)	-8	-2.3	3	-1.1	-7	7	9	6	5
CCN(Cc1ccccc1)C(=O)COC(=O)c1n[nH]c2ccccc12	17	-2.6	1	-1.3	-1	-4	1	7	13
CCn1c(CNC(=O)Cc2ccc(OC)cc2)nnc1SCC(=O)c1ccccc1	-5	-3.8	.	-1.3	-5	14	9	-4	2
COc1ccc(C2N(S(=O)(=O)c3ccccc3)CCN2S(=O)(=O)c2ccc(C)cc2)cc1 (centres undefined)	-16	-2.4	-2	0.1	-9	-11	-7	3	0
CCN(CC(=O)O)S(=O)(=O)c1cc(Cl)ccc1Cl	-14	-4.3	3	1.5	2	5	7	-5	7
CSc1ccccc1OCc1cc(C(=O)NCCc2nc(C)cc(C)n2)no1	1	-0.8	.	-0.5	-10	-5	-2	2	1
CC(NCCC1(Cc2ccccc2Cl)CCOC(C)(C)C1)c1cccs1 (centres undefined)	-1	0.3	-10	0.5	-8	-68	-6	16	-2
Cc1cccc(NC(=O)Cn2cc(C=O)c3ccccc32)c1	6	-1.3	-1	-1.6	-10	-8	14	-26	0
CCCCn1c(N)c(N(CC(C)C)C(=O)C2CC(=O)N(c3ccccc3C(C)CC)C2)c(=O)[nH]c1=O (centres undefined)	-1	.	-2	.	-4	.	.	.	-2
CN(C)S(=O)(=O)c1cc(NC(=O)CN2CCN(c3ccccc3F)CC2)ccc1Cl	-9	-2.9	-8	-1.9	-1	-10	-17	10	1
COc1cc(C(=O)Nc2nnc(-c3sccc3C)s2)cc(OC)c1OC	-5	-1.9	6	2.5	-4	-4	-10	-7	-2
CCOCCCNC(=O)N[C@@H](C)C(=O)OC	15	-3.1	-4	-2.9	-7	4	8	-6	-2
Cn1c(SCC(=O)N/N=C/c2cc([N+](=O)[O-])ccc2O)nnc1-c1ccccc1	-43	-1.1	0	-3.5	3	0	2	10	-1
CCCCN(CC)CCNC(=O)CN(C)S(=O)(=O)c1ccc2c(c1)c(=O)n(C)c(=O)n2C	-26	-1.5	4	1.0	-8	-6	4	-12	4
CCOC(=O)C1CCN(C(=O)c2c(-c3c(Cl)cccc3Cl)noc2C)CC1	10	-3.4	3	-1.1	4	-1	-2	-6	2
COc1cccc(C(=O)OCC(=O)c2c[nH]c3ccccc23)c1OC	18	.	1	.	-3	.	.	.	3
COC(=O)c1ccc(NC(=O)c2ccccc2N(C)S(C)(=O)=O)cc1	-9	-2.7	-8	-2.5	0	-1	17	-10	5
COc1ccccc1Cn1c(=O)c2ccccc2n2c(SCC(=O)N3CCCCC3)nnc12	-17	-3.9	0	-0.1	0	5	12	-4	7
O=C(Nc1cccnc1)C1CCC(CNS(=O)(=O)c2cccc3nsnc23)CC1 (centres undefined)	10	-4.1	-2	-3.9	5	2	-11	-15	-1
COc1ccc(S(=O)(=O)N2N=C(c3cccc(NS(C)(=O)=O)c3)CC2c2ccco2)cc1 (centres undefined)	-9	-0.8	-1	-1.4	-4	1	-13	3	-3
CCCn1c(Nc2ccc(Cl)cc2)nc2ccccc21	-2	-1.1	-6	0.3	-6	-4	6	-20	5
O=C(Nn1c(Cc2cccs2)nc2ccccc2c1=O)c1cccs1	16	-3.0	-2	-3.4	-6	-4	-20	4	4

16 entries from above, sorted by formula weight, largest number first.
SMILES	CRFBP-R2 block	IMP-1 inh	IDE cell inh	VIM-2 inhibitor	GalR3 antagonist	NS3 helicase inh	UBC9 SUMO inh	p-CIP stab down	IDE act
CCCCN(CC)CCNC(=O)CN(C)S(=O)(=O)c1ccc2c(c1)c(=O)n(C)c(=O)n2C	-26	-1.5	4	1.0	-8	-6	4	-12	4
COc1ccccc1Cn1c(=O)c2ccccc2n2c(SCC(=O)N3CCCCC3)nnc12	-17	-3.9	0	-0.1	0	5	12	-4	7
CN(C)S(=O)(=O)c1cc(NC(=O)CN2CCN(c3ccccc3F)CC2)ccc1Cl	-9	-2.9	-8	-1.9	-1	-10	-17	10	1
CCOc1ccc(C2C(C(=O)c3ccco3)=C(O)C(=O)N2CCN2CCOCC2)cc1 (centres undefined)	-8	-2.3	3	-1.1	-7	7	9	6	5
CCOC(=O)C1CCN(C(=O)c2c(-c3c(Cl)cccc3Cl)noc2C)CC1	10	-3.4	3	-1.1	4	-1	-2	-6	2
CSc1ccccc1OCc1cc(C(=O)NCCc2nc(C)cc(C)n2)no1	1	-0.8	.	-0.5	-10	-5	-2	2	1
CC(NCCC1(Cc2ccccc2Cl)CCOC(C)(C)C1)c1cccs1 (centres undefined)	-1	0.3	-10	0.5	-8	-68	-6	16	-2
COc1cc(C(=O)Nc2nnc(-c3sccc3C)s2)cc(OC)c1OC	-5	-1.9	6	2.5	-4	-4	-10	-7	-2
Cc1ccc(CNC(=O)C2CC3Cn4c(nc5cc(C)c(C)cc54)C3N2C)o1 (centres undefined)	-1	.	-5	.	-5	.	16	0	2
COC(=O)c1ccc(NC(=O)c2ccccc2N(C)S(C)(=O)=O)cc1	-9	-2.7	-8	-2.5	0	-1	17	-10	5
CCN(Cc1ccccc1)C(=O)COC(=O)c1n[nH]c2ccccc12	17	-2.6	1	-1.3	-1	-4	1	7	13
CC(C)C[C@H]1CN=C(Nc2ccccc2)N1CC1CCCCCC1	-4	.	6	.	-10	.	.	.	4
CCN(CC(=O)O)S(=O)(=O)c1cc(Cl)ccc1Cl	-14	-4.3	3	1.5	2	5	7	-5	7
CCCn1c(Nc2ccc(Cl)cc2)nc2ccccc21	-2	-1.1	-6	0.3	-6	-4	6	-20	5
CCOCCCNC(=O)N[C@@H](C)C(=O)OC	15	-3.1	-4	-2.9	-7	4	8	-6	-2
COc1ccc(NC2CC(=O)NC2=O)cc1 (centres undefined)	27	-4.7	0	-0.3	3	-2	-6	1	0

Screening data from PubChem BioAssay.

Rows are unselected (roughly 3.2% active in at least one column).
